# High-throughput results as filed in PubChem.
# Nrf2 inh = inhibitors of Nrf2 signaling | 360,000 compounds, 2.1% hits | Potency, µM (top dose mostly 46 µM), for the others: at the highest dose activity change, negative = inhibition, hits mostly inhibitors | A549 ARE-Fluc reporter, luciferase luminescence, 18-24 h | AID 504444; note: potency is the fitted concentration of half-maximal effect; % is set by controls: 0 for no effect and ±100 for the full control effect; nearly all actives have a fitted effect of over 60% in size
#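 In this cell-based qHTS, ARE-driven firefly luciferase in A549 cells reports Nrf2 activity; the luminescent signal after BugLite lysis is the measured value, with a prior CellTiter-Fluor read for cell health.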
# ATXN viability = reduces viability in counter-screen for ATXN expression inhibitors; S2 cells (HEK-293 line with an ATXN2-luciferase reporter) viability, CellTiter-Fluor protease fluorescence, 24 h; Potency, µM (doses to about 56.7 µM), usual class: cytotoxic; 400,000 compounds, 0.49% hits; AID 651635; note: potency is the fitted concentration of half-maximal effect; nearly all actives have a fitted effect of over 40% in size
# TGFb SMAD3 inh = inhibitors of TGF-b signaling; HepG2 CAGA-GFP TGF-b/SMAD3 reporter, GFP fluorescence, 18 h; TGF-beta stimulated, 500 pg/mL final; Potency, µM (titrated, usually from 46.1 µM), for the others: at the highest dose activity, negative = inhibition, most hits filed as inhibitors; 410,000 compounds, 1.2% hits; AID 588855; note: potency is the fitted concentration of half-maximal effect; % is set by controls: 0 for no effect and ±100 for the full control effect; nearly all actives have a fitted effect of over 65% in size
#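 Read-out: total well GFP (ex488/em500-530) summed from mean per-cell fluorescence. Cells: HEPG2 CAGA-GFP, 1% FBS DMEM, 18 h at 37 degrees C with 500 pg/mL final TGF-beta. Unstimulated wells served as the full-inhibition control; stimulated DMSO wells = 0%.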
# IL2 activator = IL-2 activation | activation, % (series mostly up to about 46 µM) | AID 652025 | IL-2 activation reporter assay, cell-based qHTS; stimulated with anti-CD3/CD4/CD28 beads; in transgenic mouse T cells | 360,000 compounds, 0.065% hits; in the data active = activation above about 50%; inconclusive = mostly about 30% to 49%; note: 0% is about no effect
#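 Readout: EGFP and DsRed signals by fluorescent plate cytometry. Unstimulated transgenic mouse T cells received compound 60 min before antibody-bead stimulation, then incubated 18 h at 37 degrees C.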
# A549 viability = counter-screen for Nrf2 inhibitors: cytotoxicity in A549 cells; AID 504648; A549 ARE-Fluc cells, CellTiter-Fluor viability, 18-24 h; Potency, µM (titrated, usually from 46 µM), for inactives: at the highest dose activity change, negative = cytotoxicity, hits mostly inhibitors; 390,000 compounds, 0.16% hits; note: potency is the fitted concentration of half-maximal effect; % is set by controls: 0 for no effect and ±100 for the full control effect
#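 A549 ARE_Fluc cells in 5% FBS OPTI-MEM were exposed to compounds in concentration-response for 18-24 h at 37 deg C. Viability was read by CellTiter-Fluor fluorescence (Ex 405/Em 525) after 30 min, before the luciferase read.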
# Nrf2 activator = Nrf2 pathway activation; 410,000 compounds, 0.31% hits; Potency, µM (top dose mostly 46.1 µM), for inactives: at the top dose activation, hits mostly activators; AREc32 ARE-luciferase reporter (MCF7-derived line), luminescence, 24 h; note: potency is the fitted concentration of half-maximal effect; % of control where 0% means no effect; nearly all actives have a fitted effect of over 65% in size
#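 AREc32 cells carrying an ARE-driven firefly luciferase, 1000 cells/well in OPTI-MEM with 5% FBS, dosed after overnight attachment and incubated 24 hr at 37 deg C. Steady-Glo luminescence read after 30 min at RT.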
# HepG2 viability = kills HepG2 cells in TGF-b inhibitor counter-screen; HepG2 CAGA-GFP viability, ATP luminescence, 18 h; 410,000 compounds, 0.76% hits; Potency, µM (top dose mostly 46.1 µM), without a hit: top-dose activity change, negative = cytotoxicity, most hits filed as cytotoxic; note: potency is the fitted concentration of half-maximal effect; some results filed as inactive show a strong effect at the top dose
#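 CellTiter-Glo luminescence gave cytotoxicity after 18 hours at 37 degrees C. The cells were HepG2 CAGA-GFP in 1% FBS DMEM, stimulated with 500 pg/mL TGF-beta after compound addition. %Activity was normalised to no-cell wells (complete cell-killing) and DMSO (no toxicity), and curves were fitted and classified.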
# ATXN2 expr inh = ATXN2 expression inhibition | HEK-293 ATXN2-luciferase reporter, luminescence, 24 h | 360,000 compounds, 0.72% hits | AID 1745845 | Potency, µM (doses to about 57 µM), without a hit: at the top dose activity change, negative = inhibition, usual class: inhibitors; note: potency is the fitted concentration of half-maximal effect; % is set by controls: 0 for no effect and ±100 for the full control effect; nearly all actives have a fitted effect of over 55% in size
#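 ATXN2-luciferase reporter cells (luciferase flanked by upstream and downstream ATXN2 gene portions) were treated 24 h at 37 °C with compounds at up to 57 uM. SteadyGlo luminescence gave expression; GF-AFC fluorescence gave viability.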
# EPAC2 agonist = agonists of human EPAC2 (RAPGEF4). Q8WZA2. Potency, µM (doses to about 154 µM), without a hit: top-dose activation, usual class: activators. AID 720711. EPAC2 activation, biochemical qHTS; response scale: 100% = 6.5 mM cAMP response. 360,000 compounds, 0.079% hits; note: potency is the fitted concentration of half-maximal effect; nearly all actives have a fitted effect of over 50% in size
# Target sequence (Q8WZA2 whole entry, looked up): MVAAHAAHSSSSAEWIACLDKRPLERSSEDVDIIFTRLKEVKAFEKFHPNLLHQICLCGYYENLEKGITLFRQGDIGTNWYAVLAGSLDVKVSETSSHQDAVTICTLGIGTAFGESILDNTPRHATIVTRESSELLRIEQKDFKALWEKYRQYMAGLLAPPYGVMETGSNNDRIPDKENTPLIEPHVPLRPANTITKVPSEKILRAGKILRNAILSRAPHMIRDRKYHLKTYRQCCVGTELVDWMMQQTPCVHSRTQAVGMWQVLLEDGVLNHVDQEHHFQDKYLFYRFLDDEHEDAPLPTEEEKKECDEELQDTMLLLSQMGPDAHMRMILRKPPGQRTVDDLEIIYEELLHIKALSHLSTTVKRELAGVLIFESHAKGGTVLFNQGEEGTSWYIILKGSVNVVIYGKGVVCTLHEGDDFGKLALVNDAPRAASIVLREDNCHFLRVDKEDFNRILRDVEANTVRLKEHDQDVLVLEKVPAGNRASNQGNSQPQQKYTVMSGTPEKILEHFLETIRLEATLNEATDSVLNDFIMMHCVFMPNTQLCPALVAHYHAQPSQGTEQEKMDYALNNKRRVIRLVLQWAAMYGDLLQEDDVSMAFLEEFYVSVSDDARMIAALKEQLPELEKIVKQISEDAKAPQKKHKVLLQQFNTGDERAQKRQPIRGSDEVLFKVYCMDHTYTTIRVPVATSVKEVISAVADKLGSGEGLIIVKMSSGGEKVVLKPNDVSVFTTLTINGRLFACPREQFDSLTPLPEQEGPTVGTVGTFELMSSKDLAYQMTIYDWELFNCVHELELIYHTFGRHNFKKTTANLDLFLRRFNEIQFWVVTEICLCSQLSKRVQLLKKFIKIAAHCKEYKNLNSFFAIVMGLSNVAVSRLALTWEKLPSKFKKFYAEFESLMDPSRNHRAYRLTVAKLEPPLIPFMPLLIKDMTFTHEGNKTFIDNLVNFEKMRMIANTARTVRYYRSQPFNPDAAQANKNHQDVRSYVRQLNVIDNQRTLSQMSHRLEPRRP
#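 Compounds were added across a concentration range to EPAC2 (100 nM), RAP1B-BODIPY-GDP (250 nM) and GDP (50 uM). After 5 min at room temperature, fluorescence was recorded at 5-min intervals for 30 min.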
# An asterisk follows results filed as active; i = inactive; ? = inconclusive; . = no result given; [ ] = dose if it differs, or a comment. Unless noted, calls come from the whole dose curve; as a rule, active = well fitted curve in the direction sought with a large enough effect; inconclusive = small, poorly fitted or top-dose-only effect, or another doubt; inactive = no such curve, though single readings can be large; an effect the other way counts as inactive or inconclusive.
1. CN(C)c1ccc(C(CNC(=O)c2ccccc2C(F)(F)F)N2CCOCC2)cc1 (stereo not drawn)
2. Cc1ccc(S(=O)(=O)NCC2COc3ccccc3O2)cc1 (stereo not drawn)
3. Cc1ccc(N2C(=O)[C@@H]3CSC(c4ccc(C(F)(F)F)cc4)N3C2=O)cc1 (stereo partly drawn)
4. CCOc1ccc(C2=Nc3ccc(Br)cc3C(c3ccc(N4CCOCC4)cc3)=NN2)cc1
5. CCCNC(=O)Cn1cnc2sc(C(=O)N3CCCC(C(=O)OCC)C3)c(C)c2c1=O (stereo not drawn)
6. Brc1ccc(-c2nn3c(Cc4ccccc4)nnc3s2)o1
7. COc1ccc(OC)c(NC(=O)CCNC(=O)N2CC(=O)Nc3ccccc32)c1
8. CN(CC1COCCO1)C(=O)c1cc(COc2c(F)cccc2F)on1 (stereo not drawn)
Screen / compound no. | 1 | 2 | 3 | 4 | 5 | 6 | 7 | 8
Nrf2 inh | . | 11% | 16% | 19% | . | ? | . | 12%
ATXN viability | . | i | i | i | ? | i | i | i
TGFb SMAD3 inh | -1% | -2% | -6% | -4% | 0% | 14% | -9% | 0%
IL2 activator | . | -2.7 | . | 0.1 | 0.8 | -4.5 | 5.8 | -3.0
A549 viability | 0% | -2% | -1% | -3% | -1% | -1% | . | 0%
Nrf2 activator | 4.6% | -0.5% | 3.7% | -0.3% | -0.8% | 0.0% | -0.1% | 2.5%
HepG2 viability | 1% | -16% | -21% | -4% | 22% | -21% | -47% | 4%
ATXN2 expr inh | . | -6% | 10% | 76%[activator] | 0% | 2% | . | 32%
EPAC2 agonist | . | 10% | . | 2% | 4% | 9% | 14% | 5%

# Overlap with the part before: 3 entries, followed by the next part.
6. Brc1ccc(-c2nn3c(Cc4ccccc4)nnc3s2)o1
7. COc1ccc(OC)c(NC(=O)CCNC(=O)N2CC(=O)Nc3ccccc32)c1
8. CN(CC1COCCO1)C(=O)c1cc(COc2c(F)cccc2F)on1 (stereo not drawn)
9. Nc1nnc(SCC(=O)NCCOc2ccccc2)s1
10. COc1ccccc1OCCOc1ccc(/C=C2\C(=N)N3N=C(C)SC3=NC2=O)cc1
11. O=c1ccccn1CCOc1ccc(Cl)cc1
12. CCC(C)c1ccc(NC(=O)C2CC2)cc1 (stereo not drawn)
13. O=C(c1cn(-c2ccccc2)nc1-c1cccnc1)N1CCN(S(=O)(=O)c2ccc(Cl)cc2)CC1
14. CCC(Cn1nnc2ccccc2c1=O)NC(=O)Nc1ccc(C)cc1 (stereo not drawn)
15. O=C(c1cc(-c2ccc(Cl)cc2)n(-c2ccc(Cl)cc2)n1)N1CCOCC1
16. CN(C)c1ccc(C(=O)NNC(=O)c2ccc(Cl)cc2)cc1
Screen / compound no. | 6 | 7 | 8 | 9 | 10 | 11 | 12 | 13 | 14 | 15 | 16
Nrf2 inh | ? | . | 12% | 17% | -23% | -6% | 10% | -5% | 11% | -27% | -4%
ATXN viability | i | i | i | i | i | i | i | i | . | i | i
TGFb SMAD3 inh | 14% | -9% | 0% | 5% | 4% | 1% | 0% | 0% | -7% | 1% | 20%
IL2 activator | -4.5 | 5.8 | -3.0 | -0.2 | -0.4 | 0.7 | -0.3 | 1.6 | . | -0.7 | -0.2
A549 viability | -1% | . | 0% | -1% | -5% | 0% | -10% | -3% | 0% | -2% | 2%
Nrf2 activator | 0.0% | -0.1% | 2.5% | -0.2% | -0.1% | 0.0% | 0.3% | 0.0% | -0.3% | 0.3% | -0.2%
HepG2 viability | -21% | -47% | 4% | -4% | 4% | 8% | -17% | 0% | 6% | -6% | 32%
ATXN2 expr inh | 2% | . | 32% | 6% | 3% | 21% | 34%[activator] | 9% | . | -9% | -8%
EPAC2 agonist | 9% | 14% | 5% | 1% | -1% | 4% | 4% | -5% | . | 0%[15.6 µM] | -3%

17. COc1ccc(N(C)S(=O)(=O)c2c(C)[nH]c(=O)[nH]c2=O)c(OC)c1
18. CC(OC(=O)c1cccc(-n2cnnn2)c1)C(=O)Nc1ccc(F)cc1Cl (stereo not drawn)
19. O=C(NCc1ccccc1F)c1cccc(S(=O)(=O)NCc2ccccc2)c1
20. COc1ccc(-c2[nH]nc3c2C2(C(=O)N(CC(=O)O)c4ccccc42)C(C#N)=C(N)O3)cc1OC (stereo not drawn)
21. O=C(NNC(=O)c1cnccn1)c1cccc([N+](=O)[O-])c1
22. O=C(CSc1nnnn1-c1cccnc1)Nc1ccc(OCc2ccccc2)cc1
23. COc1ccc(-n2c(=S)[nH]c3cc(C(=O)Nc4ccc(OC)c(OC)c4)ccc3c2=O)cc1
24. COc1cccc(CNC(=O)C(NS(=O)(=O)c2ccc3c(c2)oc(=O)n3C)C(C)C)c1 (stereo not drawn)
Screen / compound no. | 17 | 18 | 19 | 20 | 21 | 22 | 23 | 24
Nrf2 inh | 9% | 3% | -7% | 11% | ? | 10% | 4% | 1%
ATXN viability | i | i | i | i | i | i | i | i
TGFb SMAD3 inh | -21% | -6% | -11% | -9% | -1% | -17% | 0% | 1%
IL2 activator | 0.8 | -1.3 | -3.3 | -4.3 | -0.9 | -1.4 | -2.4 | .
A549 viability | 2% | 1% | 0% | 0% | 2% | 13% | -2% | -1%
Nrf2 activator | -0.4% | 0.8% | -0.7% | 0.2% | 8.2% | 2.4% | 1.1% | 0.3%
HepG2 viability | 2% | 13% | -13% | 5% | 2% | -23% | 1% | -6%
ATXN2 expr inh | 1% | 5% | -5% | 12% | 3% | -23% | -2% | 1%
EPAC2 agonist | 4% | -5% | 5% | -4% | 13% | 10% | 7% | .

25. CCc1cccc(CC)c1NC(=O)c1c(C)oc2ccc(O)c(CN3CCOCC3)c12
26. CCc1ccc(NC(=O)CS(=O)CC(=O)Nc2ccc(F)cc2F)cc1 (stereo not drawn)
27. O=C(N/N=C/c1c(O)ccc2ccccc12)c1[nH]ncc1Br
28. COc1cccc(N2CCN(C(=O)c3ccc4nc[nH]c4c3)CC2)c1
29. COc1ccc(OC)c(CNC(=O)c2ccc(N3Cc4ccccc4Oc4ncccc43)s2)c1
30. O=c1c2ccccc2[nH]c(=S)n1CCc1ccccc1
31. Oc1ccccc1Nc1nc(-c2ccccc2O)nc2ccccc12
32. O=C(NC1CCC1)C1CCC(=O)N(Cc2ccc(Cl)cc2)C1 (stereo not drawn)
Screen / compound no. | 25 | 26 | 27 | 28 | 29 | 30 | 31 | 32
Nrf2 inh | 9% | -17% | ? | -1% | ? | 17% | -20% | .
ATXN viability | i | i | . | i | . | i | i | ?
TGFb SMAD3 inh | 6% | -8% | ? | -10% | -15% | 5% | 0% | 5%
IL2 activator | . | -1.7 | -0.8 | -1.1 | . | 0.6 | 1.4 | -2.0
A549 viability | 1% | -15% | -8% | -1% | 11% | -2% | -9% | .
Nrf2 activator | -0.4% | 0.3% | 2.6% | -0.5% | 1.8% | 3.8% | 9.3% | -1.0%
HepG2 viability | -10% | 3% | -22% | -7% | -16% | -2% | -8% | 11%
ATXN2 expr inh | 5% | 0% | ? | -6% | . | 30% | -2% | .
EPAC2 agonist | . | -1% | ? | 3% | . | -1% | 3% | -3%

33. CC(C)(C)OC(=O)N1CCN(C(=O)c2[nH]cnc2C(=O)Nc2ccon2)CC1
34. O=C(Nc1ccc(F)cc1)c1ccc(S(=O)(=O)NCC2CCCO2)cc1 (stereo not drawn)
35. CCCOc1ccc(C(=O)N2CCCC2)cc1OC
36. COc1ccc(CCNC(=O)CN(C2CCCCC2)S(C)(=O)=O)cc1
37. CC1CCCN(C(=S)NCc2ccccc2)C1 (stereo not drawn)
38. COc1ccc(CC(N)c2csc(NC(=O)c3ccccc3OC)n2)cc1 (stereo not drawn)
39. O=C(O)[C@H](Cc1ccccc1)NC(=O)N1CCC(Cc2ccccc2)CC1
40. COc1ccc(CN2CCC(C(=O)Nc3ccc(Oc4cccnc4)cc3)CC2)c(C)c1C
Screen / compound no. | 33 | 34 | 35 | 36 | 37 | 38 | 39 | 40
Nrf2 inh | 1% | 23µM* | 19% | . | 11% | . | -1% | ?
ATXN viability | i | i | i | i | i | ? | ? | i
TGFb SMAD3 inh | 3% | -3% | -7% | 9% | 8% | -21% | -14% | 41%[activator]
IL2 activator | 3.4 | 1.3 | 0.7 | -2.4 | 0.9 | -0.1 | 0.0 | 0.3
A549 viability | 3% | 23µM* | -7% | -4% | 17% | . | 2% | 0%
Nrf2 activator | -1.0% | -0.5% | -0.4% | -0.2% | -0.7% | 6.9% | -1.0% | -0.5%
HepG2 viability | -3% | -8% | 3% | 0% | 3% | -49% | -22% | 0%
ATXN2 expr inh | 8% | -8% | 5% | 4% | 0% | 22µM* | . | .
EPAC2 agonist | 11% | 3% | -1% | 5% | -5% | 5% | -5% | 8%

41. CCOc1cc(N2CCOCC2)c(OCC)cc1NC(=O)Cn1cnnn1
42. O=C(Cn1nnc(-c2ccc(CN3CCOCC3)cc2)n1)NC1CCCCC1
43. O=C(c1ccc(Cl)c(Cl)c1)N1CCC(=O)N([C@H](COCc2cccc(C(F)(F)F)c2)Cc2ccccc2)CC1
44. CC(C)CNC(=S)N1CCC(C(=O)c2ccc(F)cc2)CC1
Screen / compound no. | 41 | 42 | 43 | 44
Nrf2 inh | 11% | -9% | . | ?
ATXN viability | i | i | ? | i
TGFb SMAD3 inh | -4% | 12% | . | -18%
IL2 activator | 0.2 | -0.4 | -1.1 | 0.7
A549 viability | 3% | 0% | . | -5%
Nrf2 activator | 0.3% | -1.0% | -0.2% | 0.5%
HepG2 viability | -1% | -2% | . | -19%
ATXN2 expr inh | 3% | 18% | ? | -13%
EPAC2 agonist | 9% | -5% | 13% | -1%
